# L3MBTL1 block: qHTS Assay for the Inhibitors of L3MBTL1; AlphaScreen L3MBTL1–H3K9me1 peptide binding; Potency, µM (series often up to 57.1 µM), for inactives: at the top dose activity, negative = inhibition, usual class: inhibitors; hit rate 0.66% among 230,000; note: potency is the fitted concentration of half-maximal effect; % is set by controls: 0 for no effect and ±100 for the full control effect; nearly all actives have a fitted effect of over 60% in size
#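 First, the protein-peptide complex forms for 30 min at room temperature (L3MBTL1 50 nM, biotinylated H3K9me1 peptide 75 nM). Next, compounds are pin-transferred and incubated 30 min. Finally, AlphaScreen beads are added and read after 30 min.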
# IMPase Li cell: qHTS Assay for Identifying the Cell-Membrane Permeable IMPase Inhibitors: Potentiation with Lithium; Potency, µM (top dose mostly 59.4 µM), for the others: top-dose activity, negative = IMPase inhibition, hits mostly inhibitors; AID 1457, 2008; CHO-M1 cells, IP1 TR-FRET (IP-One), carbachol + lithium; hit rate 0.35% among 210,000;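 note: IP1 builds up when IMPase is blocked and the TR-FRET signal falls; potency is the fitted concentration of half-maximal effect; plate controls were basal vehicle for no effect and high inhibitor control for full effect; nearly all actives have a fitted effect of over 50% in size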
#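 Steps: plate 2000 CHO-M1 cells per well and culture 16–30 h; add compound and lithium; incubate 30 min, 37C; add d2-IP1 tracer and Eu cryptate anti-IP1 antibody in lysis buffer; read after 10 min at room temperature.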
# NPSR antagonist: qHTS Assay for Antagonists of the Neuropeptide S Receptor: cAMP Signal Transduction | Q6W5P4 | CHO-NPSR cells, cAMP TR-FRET, antagonist mode | Potency, µM (highest dose often 38.3 µM), without a hit: at the top dose activity change, negative = inhibition, usual class: inhibitors | hit rate 1% among 220,000 | AID 1461, 2008; note: potency is the fitted concentration of half-maximal effect; % is set by controls: 0 for no effect and ±100 for the full control effect; nearly all actives have a fitted effect of over 50% in size; many of its hits are not listed in these tables
# Target sequence (Q6W5P4 whole entry, looked up): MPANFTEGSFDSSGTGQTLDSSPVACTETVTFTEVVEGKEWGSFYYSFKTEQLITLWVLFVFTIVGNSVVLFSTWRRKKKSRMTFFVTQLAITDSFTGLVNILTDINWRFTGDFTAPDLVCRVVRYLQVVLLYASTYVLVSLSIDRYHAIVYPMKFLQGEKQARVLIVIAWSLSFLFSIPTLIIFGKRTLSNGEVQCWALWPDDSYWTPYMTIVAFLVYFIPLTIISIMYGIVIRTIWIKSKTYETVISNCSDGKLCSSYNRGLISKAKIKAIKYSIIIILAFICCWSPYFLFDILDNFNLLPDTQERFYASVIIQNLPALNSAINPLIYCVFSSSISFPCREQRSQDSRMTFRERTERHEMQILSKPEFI
# Epigenetic reg: Quantitative High-Throughput Screen for Regulators of Epigenetic Control | murine LDR cells, GFP reporter derepression, 30 h | Potency, µM (series often up to 53.9 µM), for the others: at the highest dose GFP activation, most hits filed as activators | hit rate 0.2% among 280,000 | AID 1865, 2009; note: potency is the fitted concentration of half-maximal effect; % of control where 0% means no effect; nearly all actives have a fitted effect of over 60% in size
#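 Derepression of a silenced CMV-GFP reporter in murine LDR cells is scored by enumerating GFP-positive cells with a laser-scanning microplate cytometer after 30 hours of treatment at 37 C.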
# HTT aggregate: qHTS Multiplex Assay to Identify Dual Action Probes in a Cell Model of Huntington: Aggregate Formation (GFP). PC12 HttQ103-GFP aggregates, Acumen cytometry, 40 h. Potency, µM (top dose mostly 46.1 µM), inactives show at the highest dose activity change, negative = inhibition, actives largely listed as inhibitors. hit rate 1.1% among 220,000. AID 1688, 2009; note: potency is the fitted concentration of half-maximal effect; % is set by controls: 0 for no effect and ±100 for the full control effect; nearly all actives have a fitted effect of over 60% in size
#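 Read-out: GFP aggregate count by laser scanning cytometer (488 nm excitation, 500-530 nm emission, 1–25 µm objects >6 SD above background). Cells: PC12, inducible HTTex1-Q103-GFP, 100 nM tebufenozide; compounds titrated.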
# CBFb RUNX1 block: qHTS Assay for Compounds Blocking the Interaction Between CBF-beta and RUNX1 for the Treatment of Acute Myeloid Leukemia; Runt-related transcription factor 1 (Homo sapiens) + Core-binding factor subunit beta …; AlphaScreen CBFb-His/RUNX1-biotin binding, biochemical; Potency, µM (top dose mostly 59.8 µM), for the others: at the top dose activity, negative = inhibition, usual class: inhibitors; 230,000 tested, under 10 active; note: % of control where 0% means no effect
# Target sequence (Q01196 whole entry, looked up): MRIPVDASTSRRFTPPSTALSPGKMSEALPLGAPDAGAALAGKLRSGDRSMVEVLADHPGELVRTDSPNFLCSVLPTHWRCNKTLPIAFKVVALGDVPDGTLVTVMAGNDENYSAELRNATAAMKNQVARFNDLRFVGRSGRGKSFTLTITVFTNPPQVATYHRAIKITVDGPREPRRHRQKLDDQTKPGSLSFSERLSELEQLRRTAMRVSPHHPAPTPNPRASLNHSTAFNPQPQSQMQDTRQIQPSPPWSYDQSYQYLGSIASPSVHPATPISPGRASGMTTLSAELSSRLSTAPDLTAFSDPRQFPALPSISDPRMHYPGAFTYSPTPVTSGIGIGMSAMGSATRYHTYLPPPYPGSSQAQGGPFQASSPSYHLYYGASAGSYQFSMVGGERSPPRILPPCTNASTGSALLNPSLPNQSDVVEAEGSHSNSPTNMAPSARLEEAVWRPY
# Target sequence (Q13951 whole entry, looked up): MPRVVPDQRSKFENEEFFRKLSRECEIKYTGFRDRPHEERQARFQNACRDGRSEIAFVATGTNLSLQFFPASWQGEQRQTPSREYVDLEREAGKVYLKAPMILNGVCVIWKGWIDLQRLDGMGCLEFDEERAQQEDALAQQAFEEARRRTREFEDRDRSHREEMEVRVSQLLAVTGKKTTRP
#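 His-tagged CBF-beta and biotinylated RUNX1 (30 nM each) were premixed 20 min at room temperature, exposed to compound for 15 min, then given nickel-chelate and streptavidin AlphaScreen beads (50 ng each). After 90 min, AlphaScreen signal was read.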
# KinaseGlo FLuc: Counterscreen for Luciferase (Kinase-Glo TM) Inhibition | Luciferin 4-monooxygenase (Photuris pensylvanica), Q27757 | Potency, µM (titrated, usually from 38.3 µM), inactives show top-dose activity change, negative = inhibition, actives largely listed as inhibitors | hit rate 0.28% among 200,000 | Kinase-Glo luciferase, ATP luminescence, 8 min; note: potency is the fitted concentration of half-maximal effect; % is set by controls: 0 for no effect and ±100 for the full control effect; nearly all actives have a fitted effect of over 60% in size
#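 Compounds were added to a substrate mix at pH 7.2 (50 mM imidazole, 10 uM ATP, within the enzyme's linear range), followed by Kinase-Glo detection reagent; luminescence was measured after 8 minutes at ambient temperature.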
# Active calls of the source: *; ? = inconclusive; nt = no result given; [ ] = another dose, or the depositor's remark. Calls come from the whole dose curve; as a rule, active = well fitted curve in the direction sought with a large enough effect; inconclusive = small, poorly fitted or top-dose-only effect, or another doubt; inactive = no such curve, though single readings can be large; an effect the other way counts as inactive or inconclusive. Some of the compounds tested (hit frequency here may not be typical).
SMILES,L3MBTL1 block,IMPase Li cell,NPSR antagonist,Epigenetic reg,HTT aggregate,CBFb RUNX1 block,KinaseGlo FLuc
O=C(CN(CCc1ccccc1)S(=O)(=O)c1ccc(Cl)cc1)N/N=C/c1ccc2c(c1)OCO2,8%,3%,-35%,-1.0%,-4%,-5%,6%
C=CCNC(=O)CC(=O)N/N=C/c1ccc(F)cc1,-5%,-6%,21%,0.0%,-1%,-2%,1%
Cc1nn(Cc2c(F)cccc2Cl)c(C)c1[N+](=O)[O-],-8%,-3%,-7%,-0.1%,-7%,-2%,5%
CC1CCCCC1NC(=O)COC(=O)COc1ccccc1Cl (stereo unspecified),5%,1%,-2%,-1.4%,8%,-4%,3%
COc1ncccc1C(=O)N1CCCC(C(=O)c2cc(F)ccc2F)C1 (stereo unspecified),2%,10%,4%,-1.6%,5%[9.22 µM],-5%,-2%
CC(=O)NCCC(=O)Nc1nc(-c2ccccc2Cl)cs1,5%,-7%,5%,-1.3%,5%,11%,-2%
Cn1cc(SCC(=O)NCC2CCCO2)c2ccccc21 (stereo unspecified),5%,5%[38.3 µM],-9%[46.1 µM],0.0%,-13%,4%,1%
CCc1nnc(NC(=O)CSc2nc3cc4c(cc3cc2C)OCCO4)s1,0%,?,?,-1.1%,-10%,0%,3%
COc1ccc(CNC(=O)c2cc(-c3cc(C)cc(C)c3O)n[nH]2)cc1,-5%,nt,?,6.2%,-8%[9.22 µM],4%,nt
COC(=O)COc1ccc(S(=O)(=O)N2CCc3ccccc3C2)cc1C,nt,-5%[38.3 µM],-20%[46.1 µM],2.4%,-9%[9.22 µM],2%,3%
CCOC(=O)C(C)NC(=O)C(NC(=O)C1CCC(CC)CC1)C(C)C (stereo unspecified),nt,-3%[38.3 µM],-29%[46.1 µM],-0.7%,12%,11%,12%
COc1ccc(CN(C)CC(=O)Nc2ccc(SC(F)F)cc2)cc1OC,nt,-4%,0%,5.9%,2%,9%,2%
O=C1C(=O)N(CCO)C(c2ccccc2)/C1=C(\O)c1ccccc1 (stereo unspecified),nt,-12%[38.3 µM],0%[46.1 µM],-3.1%,-2%,0%,1%
CCCc1cc(C(=O)N2CCCC(C(=O)c3cccc4ccccc34)C2)n(C)n1 (stereo unspecified),-8%,23%,26%,3.0%,4%[9.22 µM],3%,0%
Cc1ccc(N2CCN(C(=S)c3ccc(-c4ccccc4[N+](=O)[O-])o3)CC2)cc1,-25%,nt,-18%,-1.3%,15%[9.22 µM],nt,nt
COc1cc(OC)cc(C(=O)N[C@H](C(=O)OCn2nnc3ccccc3c2=O)C(C)C)c1,8%,5%,-29%,5.1%,14%,-9%,-3%
CCOc1ccc(OCc2ccc(C(=O)N3CCc4ccccc4C3)o2)cc1,0%,8%[38.3 µM],-15%[46.1 µM],-1.1%,-31%,5%,-4%
CCCN(CC(=O)Nc1ccc(Cl)cc1Cl)C(=O)/C=C/c1ccco1,?,8%,-14%,?,?,-4%,3%
C/C(O)=C(/C#N)c1nc2ccccc2[nH]1,0%,nt,-3%[46.1 µM],-7.7%,-1%,3%,nt
Cc1ccc(C(=O)N/N=C/c2ccc(S(=O)(=O)O)o2)c(Cl)c1,-9%,37%[activator][38.3 µM],-18%[46.1 µM],0.7%,4%,0%,15%
CCNc1ccc(C2(O)C(=O)c3ccccc3C2=O)cc1,-7%,14%,8%,-1.3%,-16%,-1%,6%
Cc1cc(C)n(/N=C/c2cc([N+](=O)[O-])ccc2O)c(=O)c1,2%,3%,-20%,1.1%,nt,5%,-2%
Cc1cc(O)cc2c1C(c1ccc(F)cc1)CC1(CC(C)(C)NC(=S)N1)O2 (stereo unspecified),3%,9%,26%,-0.5%,16%[9.22 µM],-2%,-2%
C=CCc1c(C)nc(-c2ccccc2)nc1N/N=C/c1ccncc1,-12%,7%,-23%,-1.3%,-22%,8%,-8%
COc1ccc(NC(=O)C2CCC(CNc3c(N4CCOCC4)c(=O)c3=O)CC2)cc1Cl (stereo unspecified),nt,nt,19%,2.5%,-7%[9.22 µM],4%,nt

# The list goes on, starting with the last two of the part before.
SMILES,L3MBTL1 block,IMPase Li cell,NPSR antagonist,Epigenetic reg,HTT aggregate,CBFb RUNX1 block,KinaseGlo FLuc
C=CCc1c(C)nc(-c2ccccc2)nc1N/N=C/c1ccncc1,-12%,7%,-23%,-1.3%,-22%,8%,-8%
COc1ccc(NC(=O)C2CCC(CNc3c(N4CCOCC4)c(=O)c3=O)CC2)cc1Cl (stereo unspecified),nt,nt,19%,2.5%,-7%[9.22 µM],4%,nt
O=C(Nc1ccccc1C(=O)N1CCOCC1)C1CC(=O)N(C2CCCC2)C1 (stereo unspecified),9%,23%[38.3 µM],-1%[46.1 µM],-1.1%,-7%,6%,6%
COc1cc(C(c2c(C)[nH][nH]c2=O)c2c(C)[nH][nH]c2=O)cc(OC)c1OC,-9%,9%,-7%,0.0%,-22%[9.22 µM],0%,-5%
Cc1csc2nc(CNC(=O)CCC(=O)O)cn12,6%,19%[38.3 µM],-1%[46.1 µM],0.0%,4%,12%,2%
Cc1ccc2n(n1)c(=O)c(Cc1ccccc1)c([O-])[n+]2-c1ccccc1,1%,-2%,9%,-6.3%,0%,11%,3%
COc1ccc(OC)c(/C=N/NC(=O)CCCC(=O)Nc2cccc(Br)c2)c1,4%,-7%[38.3 µM],-16%[46.1 µM],-2.0%,-5%,1%,-1%
CCOC(=O)C1=C(C)N(C)C(=O)C1CC(=O)O (stereo unspecified),0%,6%[38.3 µM],1%[46.1 µM],?,0%,3%,-2%
Cc1cccc2cc(CN(Cc3nnnn3C3CCCCC3)C3CCCC3)c3nnnn3c12,6%,5%,?,-1.0%,-21%,7%,4%
CO/N=C/NC(=O)NOCc1c(Cl)cccc1Cl,nt,-10%[38.3 µM],2%[46.1 µM],-0.7%,7%,3%,2%
Cc1nc(C(F)(F)F)c(C(=O)N/N=C(\N)c2ccccn2)s1,nt,-1%,6%,5.3%,22µM*,?,2%
CCOC(=O)c1sc(N2N=C(C)/C(=C\c3ccc(OCC(=O)OC)cc3)C2=O)nc1C,25%,7%,2%,-1.0%,24%,-10%,1%
Cc1ccc(N=c2sc(C)c(C)n2C)cc1,?,-2%,-8%,3.9%,0%,14%,-1%
COc1ccnc(N=CNOCc2cccc(C(F)(F)F)c2)c1C#N,7%,10%,11%,-7.2%,19%,19%,4%
CC(=O)n1c2ccccc2c2ccccc21,5%,-6%[38.3 µM],10%[46.1 µM],0.0%,16%,7%,5%
Cc1cccc(C(=O)Nc2cc(=O)n(C)c(=O)n2C)c1,?,-2%,13%,1.0%,5%,2%,4%
O=C(O)C1CCC(=O)N(C2CC2)C1c1ccccc1 (stereo unspecified),-2%,-13%[38.3 µM],-5%[46.1 µM],-1.1%,-7%,3%,1%
CCCn1nnnc1NCc1c(Cl)cccc1Cl,3%,2%,-2%,2.6%,-4%,5%,-2%
c1ccn(-c2ccc(N3CCOCC3)cc2)c1,-29%,?,-13%[46.1 µM],-0.9%,?,-16%,-29%
Nc1ccc2ncccc2c1,-2%,6%[38.3 µM],13%[46.1 µM],-5.7%,?,2%,-5%
O=C(CN1CCOCC1)Nc1c(-c2ccccc2)c2cc(Br)ccc2[nH]c1=O,-3%,14%[38.3 µM],-15%[46.1 µM],0.0%,-5%,3%,0%
Cc1c(C(=O)NCCCN2CCOCC2)oc2ccc(S(=O)(=O)N3CCOCC3)cc12,nt,3%,-9%,0.5%,0%,1%,0%
CN(C)S(=O)(=O)c1ccc(S(=O)(=O)N2CCN(CCC#N)CC2)cc1,0%,31%[38.3 µM],25%[46.1 µM],-0.8%,-15%,4%,1%
O=C(Nc1ccc(CN2CCOCC2)cc1)c1ccc(-c2ccc(Br)cc2)o1,nt,7%[38.3 µM],-10%[46.1 µM],0.0%,-21%,-12%,6%
O=C(N/N=C/C(Cl)=C\c1ccccc1)c1cccs1,-1%,nt,41%,3.3%,4%[9.22 µM],-6%,nt
O=C(Nc1cccc2nsnc12)c1ccc(-c2cccc(Cl)c2)o1,-12%,-10%[38.3 µM],-17%[46.1 µM],-1.2%,20%,10%,-3%
CCN1CCN(CC(=O)Nc2ccc3c(c2)OCO3)C(=O)C1=O,8%,-3%,-2%[46.1 µM],0.0%,-15%,4%,0%

# Next part
SMILES,L3MBTL1 block,IMPase Li cell,NPSR antagonist,Epigenetic reg,HTT aggregate,CBFb RUNX1 block,KinaseGlo FLuc
CCN1CCN(S(=O)(=O)c2ccc(S(=O)(=O)NCC3CCCO3)cc2)CC1 (stereo unspecified),nt,23%[38.3 µM],-6%[46.1 µM],-1.0%,-17%,4%,-4%
CCN(CC(=O)Nc1ccc(N2CCOCC2)cc1)CC(=O)NC(C)(C)C,2%,23%,7%,-1.0%,-9%,-4%,8%
CC1(/[N+]([O-])=C/c2ccccc2F)CCCCC1=O (stereo unspecified),nt,1%,19%,-0.1%,-1%,1%,3%
CC1CCCC(NC(=O)c2ccc3c(c2)N(Cc2ccccc2)C(=O)CS3=O)C1C (stereo unspecified),-1%,34%[activator][38.3 µM],-18%[46.1 µM],-1.7%,16%,-3%,9%
CCOc1ccccc1OCC(=O)NNC(=O)Cn1cnc2c1c(=O)n(C)c(=O)n2C,-8%,-6%,14%,-4.0%,4%,20%,0%
Cc1ccc(NS(=O)(=O)c2cccc(C(=O)O)c2)cc1S(=O)(=O)N1CCCCC1,-1%,6%,12%,0.9%,-26%,-16%,-1%
CCCCCCn1nc(C(=O)OCC(=O)c2c(N)n(C)c(=O)n(C)c2=O)c2ccccc2c1=O,-16%,-3%,-49%,-1.3%,?,1%,2%
COc1cccc2cc(C(C)N(CCCN3CCOCC3)C(=O)Nc3ccccc3)oc12 (stereo unspecified),-7%,nt,-11%[46.1 µM],0.0%,9%,0%,nt

# A stretch of the results above, as a working copy:
SMILES,L3MBTL1 block,IMPase Li cell,NPSR antagonist,Epigenetic reg,HTT aggregate,CBFb RUNX1 block,KinaseGlo FLuc
CCOc1ccccc1OCC(=O)NNC(=O)Cn1cnc2c1c(=O)n(C)c(=O)n2C,-8%,-6%,14%,-4.0%,4%,20%,0%
Cc1ccc(NS(=O)(=O)c2cccc(C(=O)O)c2)cc1S(=O)(=O)N1CCCCC1,-1%,6%,12%,0.9%,-26%,-16%,-1%
CCCCCCn1nc(C(=O)OCC(=O)c2c(N)n(C)c(=O)n(C)c2=O)c2ccccc2c1=O,-16%,-3%,-49%,-1.3%,?,1%,2%

# Compound activity deposited in PubChem by National Center for Advancing Translational Sciences (NCATS).
